Bioassay records (PubChem BioAssay)
Bcl-W Bim block: inhibitors of Bim-Bcl-W interaction, human. Q92843. bead-based flow cytometry, Bim peptide-Bcl-W binding. inhibition, % at 10 µM. 0.02% of 190,000 active. AID 952;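 further: 0% = bound tracer without compound and 100% = peptide blocker; higher means less fluorescent Bim peptide bound to Bcl-W beads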
Target sequence (Q92843 whole entry, looked up): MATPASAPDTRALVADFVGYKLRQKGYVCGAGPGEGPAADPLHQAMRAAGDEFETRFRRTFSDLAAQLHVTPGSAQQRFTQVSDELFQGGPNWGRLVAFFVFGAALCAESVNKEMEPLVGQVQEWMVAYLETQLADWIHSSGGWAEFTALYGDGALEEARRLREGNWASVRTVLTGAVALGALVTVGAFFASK
Rac1 mut GTP: human Rac1 activated mutant GTP binding change. GST-Rac1 activated beads, fluorescent GTP binding, flow cytometry; actives lie on both sides; 100% means binding = to untreated wells. 0.11% of 190,000 active. AID 764. P63000. percent activity (GTP binding), % at 10 µM;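 active means GTP binding at least 20 percentage points away from the 100% baseline, in either direction, so actives lie on both sides; inconclusive means Compound likely fluorescent itself, or too few beads counted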
Rab2A wt mod: changes GTP binding to wildtype dog Rab2A, up or down | P61105 | GST-Rab2 wt beads, Bodipy-GTP binding, flow cytometry | GTP binding activity, % at 10 µM | 0.19% of 190,000 active;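 active means GTP binding activity at least 20 points away from 100%, either lowered or raised; inconclusive means signal likely due to the compound's own green fluorescence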;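 further: 0% = beads with excess unlabeled GTP and 100% = no-compound control corrected for plate trend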
Bim-Bfl-1: disrupts Bim binding to human Bfl-1 | Q16548 | Bead-based flow cytometry, Bim-Bfl-1 binding inhibition | inhibition, % at 10 µM | 0.12% of 190,000 active | AID 1008;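 further: 0% = wells without compound plus tracer and 100% = blocker peptide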
Rab7 wt GTP bind: dog Rab7 wildtype GTP binding, inhibitors and activators; GST-Rab7 beads, fluorescent GTP binding, flow cytometry; actives lie on both sides; untreated = 100%, excess cold GTP = 0%; GTP binding activity (percent of control), % at 10 µM; 0.055% of 190,000 active; AID 758;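 active means fluorescent GTP binding to Rab7 beads changed by at least 20 points from the 100% baseline, either direction, mostly lower; inconclusive means compound itself probably fluorescent, or too few beads counted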;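 further: median green fluorescence of bound Bodipy-FL-GTP per Rab7 bead population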
Rac1 wt GTP bind: alters GTP binding to wildtype human Rac1. GST-Rac1 beads, fluorescent GTP binding, flow cytometry; actives lie on both sides; 0 = cold GTP competed, 100 = untreated. GTP binding activity (% of control), % at 10 µM. 0.27% of 190,000 active;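 active means GTP binding activity at least 20 points away from the 100% control level, either lower or higher; inconclusive means compound flagged as likely green fluorescent, judged across all proteins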
Bim-Bcl-B: human Bim-Bcl-B interaction inhibition; Q9HD36; bead-based flow cytometry, Bim peptide-Bcl-B binding; inhibition, % at 10 µM; 0.073% of 190,000 active; AID 951;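 further: 0% = tracer peptide without compound and 100% = reference inhibitor peptide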
Target sequence (Q9HD36 whole entry, looked up): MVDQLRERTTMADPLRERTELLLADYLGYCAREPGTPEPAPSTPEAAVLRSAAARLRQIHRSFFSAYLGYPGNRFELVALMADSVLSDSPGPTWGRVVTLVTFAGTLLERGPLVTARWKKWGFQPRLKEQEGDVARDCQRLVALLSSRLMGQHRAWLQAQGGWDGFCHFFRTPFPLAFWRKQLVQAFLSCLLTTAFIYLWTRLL
HRas wt GTP: changes GTP binding to wildtype human HRas; P01112; GST-Ras wt beads, Bodipy-FL-GTP binding, flow cytometry; actives lie on both sides; GTP binding activity, % at 10 µM; 0.14% of 190,000 active;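 active means GTP binding activity at least 20% away from the 100% baseline, either lowered as inhibitor or raised as activator; inconclusive means flagged as likely green fluorescent, judged across all proteins in the well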;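 further: 0% = unlabeled GTP competition control and 100% = no-compound control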
Target sequence (P01112 whole entry, looked up): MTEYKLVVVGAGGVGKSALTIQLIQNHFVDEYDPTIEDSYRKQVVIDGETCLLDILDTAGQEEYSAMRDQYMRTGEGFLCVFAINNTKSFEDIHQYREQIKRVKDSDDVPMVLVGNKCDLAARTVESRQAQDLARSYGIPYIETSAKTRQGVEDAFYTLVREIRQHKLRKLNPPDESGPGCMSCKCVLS
Bim-Bcl-XL: human Bim-Bcl-XL interaction inhibition | Bim peptide-Bcl-XL binding, bead flow cytometry, fluorescence | inhibition, % at 10 µM | 0.04% of 190,000 active | AID 1007
Target sequence (Q07817 whole entry, looked up): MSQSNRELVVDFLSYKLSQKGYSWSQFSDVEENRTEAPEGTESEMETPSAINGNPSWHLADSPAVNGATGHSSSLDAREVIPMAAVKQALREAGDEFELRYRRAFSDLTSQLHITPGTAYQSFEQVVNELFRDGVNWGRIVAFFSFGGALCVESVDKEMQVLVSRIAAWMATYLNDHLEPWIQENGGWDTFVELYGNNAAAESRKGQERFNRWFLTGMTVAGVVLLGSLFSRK
Bcl-2 Bim block: disrupts Bim peptide binding to human Bcl-2; P10415; Bead-based flow cytometry, Bim peptide-Bcl-2 binding; inhibition, % at 10 µM; 0.06% of 190,000 active; in the data active means inhibition above about 40%; inconclusive means no clear call, values can overlap the other calls;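 further: 0% = no compound wells with probe peptide and 100% = reference peptide inhibitor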
Cdc42 wt GTP: human Cdc42 wildtype GTP binding change, either direction; GST-Cdc42 beads, Bodipy-GTP binding, flow cytometry; actives lie on both sides; percent activity (GTP binding), % at 10 µM; 0.2% of 190,000 active;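 active means percent activity GTP binding at least 20 points away from the 100% baseline, either down as inhibitor or up as activator; inconclusive means compound flagged as likely green fluorescent from well-wide comparison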;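 further: median bead fluorescence of bound Bodipy-FL-GTP at 100 nM; 0% = excess unlabeled GTP control and 100% = no compound control; below 100% means less GTP binding so inhibitor and above means activator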
Target sequence (P60953 whole entry, looked up): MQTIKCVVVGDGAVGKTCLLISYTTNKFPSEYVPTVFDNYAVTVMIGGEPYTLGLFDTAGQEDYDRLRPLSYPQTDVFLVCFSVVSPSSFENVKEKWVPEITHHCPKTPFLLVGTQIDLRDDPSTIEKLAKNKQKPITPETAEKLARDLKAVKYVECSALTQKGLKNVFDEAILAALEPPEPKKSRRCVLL
Starred values were filed as active, the others as inactive; u = inconclusive. Unless noted, no stated cut-off is given here; in the data, active means inhibition above about 40%.

Bcl-W Bim block	Rac1 mut GTP	Rab2A wt mod	Bim-Bfl-1	Rab7 wt GTP bind	Rac1 wt GTP bind	Bim-Bcl-B	HRas wt GTP	Bim-Bcl-XL	Bcl-2 Bim block	smiles	Cdc42 wt GTP
2	101	99	0	101	105	3	104	-2	5	COc1ccc2[nH]cc(C(=O)CN3CCN(C/C=C/c4ccccc4)CC3)c2c1	108
-2	93	92	6	103	85	0	93	-1	3	CCN1C(=O)/C(=C/C=C2/Sc3ccccc3N2CCO)SC1=S	103
-1	98	100	1	99	98	-1	100	2	-5	CCn1c(SCC(=O)NCc2ccco2)nnc1-c1ccc(N)cc1	98
0	96	96	-3	99	106	-5	101	-3	-5	CCc1ccc(NC(=O)CSc2nc3cc(C(=O)OC)ccc3c(=O)n2Cc2ccco2)cc1	101
3	92	92	0	106	95	0	94	1	1	O=C(O)COn1c(-c2ccccc2)nc2ccc([N+](=O)[O-])cc21	88
1	u	u	-15	u	u	-7	u	-5	-4	CCN1CCN(C(c2cc(OC)c(OC)c(OC)c2)c2nnnn2C(C)C)CC1 (stereo not given)	u
-2	101	105	0	105	104	0	104	-1	-1	COC1(OC)N=C(N)C2(C#N)C(c3ccc(C)cc3)C12C#N (stereo not given)	105
-2	95	93	2	95	98	2	94	2	-1	CCOc1ccccc1N1CCN(CC(=O)NC(=O)NCc2ccco2)CC1	95
3	97	98	36	101	98	-23	97	-5	0	Cc1cc(C)c2nc3s/c(=C/c4ccccc4)c(=O)n3c2c1	96
1	96	96	-9	96	98	-5	98	-2	-3	O=c1[nH]cnc2c1C1(CCCC1)Cc1ccccc1-2	97
5	97	96	3	98	97	7	96	7	5	N#Cc1ccc(C(=O)NCC(c2ccco2)N2CCCCC2)cc1 (stereo not given)	95
1	94	94	7	98	96	3	94	1	2	C/C(O)=C(/C=Nc1ccccc1)C(=O)Nc1ccccc1	93
0	99	96	-8	96	100	-7	97	-1	-1	Cc1c(Cl)cccc1N=C(N)N=C(N)N	98
-5	100	95	-5	98	102	-8	99	-9	-7	O=C(O)c1cn(Cc2ccccc2)c2ccccc2c1=O	97
-2	98	99	-19	102	103	-11	99	-7	-15	O=C(NCc1ccccc1F)c1cccs1	100
-2	96	98	-2	96	97	-1	94	0	-2	CCc1nnc(NC(=O)CCC(=O)NCC2CCCO2)s1 (stereo not given)	97
0	u	u	-10	u	u	-5	u	-4	-7	O=C1c2[nH]nc(-c3ccccc3O)c2C(c2cccc(Cl)c2)N1CC1CCCO1 (stereo not given)	u
-1	99	101	-4	103	106	-7	101	-1	-6	COc1ccccc1N1CCN(Cc2cc(Br)c(O)c3ncccc23)CC1	99
0	96	99	-2	103	103	0	102	-2	0	COc1ccc(C(=O)n2c(-c3ccco3)nc3ccccc32)cc1	99
-4	99	101	-2	102	110	-4	101	-1	-7	O=C(O)CC(SCc1ccc(C(=O)O)o1)C(=O)O (stereo not given)	107
-1	90	89	0	91	87	-7	91	-4	-1	CCOC(=O)C1=C(C)NC(SC(C)=O)=NC1c1ccc(OC(C)=O)c(OC)c1 (stereo not given)	86
0	94	101	-3	101	102	-1	98	0	-1	O=C(NN1C(=O)c2ccccc2NC1c1cccnc1)c1ccccc1 (stereo not given)	102
3	99	101	-15	101	103	-5	102	-4	-11	CN(C)C(=O)Cn1c(SCC(=O)NC2CCCCC2)nc2ccccc21	102
-1	99	105	-1	99	103	-2	105	-2	-3	COc1cccc(NC(=O)CSc2ccccn2)c1	107
-5	99	104	-2	100	103	-4	101	-2	-5	C=CCNC(=O)C(C(=O)OCC)C1CCCCC1 (stereo not given)	105
-3	100	101	-15	103	105	-21	101	-8	-14	O=C(N/N=C/c1c(Cl)cccc1Cl)c1ccc(F)cc1	103
0	101	104	-6	100	106	-9	101	-5	-14	CC(=O)NS(=O)(=O)c1ccc(NC(=O)C2c3ccccc3Oc3ccccc32)cc1	101
0	99	94	1	91	105	-4	96	-3	-2	O=C(NN=C1CCCC1)c1ccn[nH]1	103
-4	101	103	0	97	112	0	102	-7	-2	COC(=O)NCC(c1cccnc1)N1CCN(c2ccccc2F)CC1 (stereo not given)	105
0	97	99	2	99	100	-15	99	-2	0	COc1cc(OC)cc(C(=O)NNc2nc3cc4c(cc3s2)OCO4)c1	98
-1	96	96	0	97	101	-3	98	-5	-29	Cc1nc(CNS(=O)(=O)c2cc(F)ccc2F)cs1	98
0	100	101	-2	103	103	0	101	-3	-1	CCOC(=O)CC(=O)CSc1nnc2c(n1)[nH]c1ccccc12	101
2	95	93	-3	95	103	-3	99	-1	0	Cc1nc2[nH]c(=O)c3c(n2n1)NC1=C(C(=O)CC(C)(C)C1)C3c1ccccc1 (stereo not given)	98
-2	100	99	1	99	102	-1	101	-2	2	Cn1c(SCC(=O)c2c(N)n(C)c(=O)n(C)c2=O)nnc1-c1ccc(F)cc1	101
-1	92	91	5	90	93	-3	92	0	7	Cc1ccc(Nc2nc3c(c(=O)[nH]c(=O)n3C)n2Cc2ccc(F)cc2)cc1	96
-4	102	102	-3	103	103	-3	103	-3	-6	COc1ccc(C(=O)Nc2ccc(N3CCOCC3)cc2)cc1S(=O)(=O)NC1CCCC1	101
0	95	98	1	102	97	3	99	2	1	C=CCN1C(=O)/C(=C2/C(=O)N(CC(=O)O)c3ccccc32)S/C1=N/c1nccs1	98
-1	98	100	-1	97	99	0	98	-3	-3	O=C(CSc1nnc(CNC(=O)c2c(F)cccc2Cl)o1)NCc1ccc2c(c1)OCO2	100
-5	99	99	-18	102	107	-7	100	-7	-13	Cc1ccc(CC(=O)Nc2nncs2)cc1	103
-2	97	99	0	101	99	-2	99	0	1	O=C(CSCc1cnn(-c2ccccc2)c1-n1cccc1)NCC1CCCO1 (stereo not given)	100
-3	101	101	-19	101	105	-7	102	-4	-5	CNS(=O)(=O)c1ccc(NCC2COc3ccccc3O2)c([N+](=O)[O-])c1 (stereo not given)	105
0	98	101	-3	100	103	0	102	-2	-4	COc1ccc(OC)c(S(=O)(=O)n2nc(C)cc2C)c1	102
-1	97	97	-4	99	97	-3	96	-4	-3	C/C(=N\Nc1nc2ccccc2[nH]1)c1ccc(C)o1	99
2	99	99	6	97	99	-2	97	0	0	Cc1cc(C(F)F)nn1CC(=O)NCc1ccccc1F	96
-5	97	98	-7	94	95	-9	97	-14	-5	O=C(Cn1cnc2ccccc21)Nc1cc(C(F)(F)F)ccc1N1CCOCC1	97
1	100	101	-3	99	101	-6	98	0	-1	CNC(=O)/C(C#N)=C\c1ccc(CNS(=O)(=O)c2ccc(Cl)cc2)o1	101
19	98	97	30	102	100	22	100	29	19	COc1cccc(N2CC(C(=O)Nc3nnc(SCC(=O)c4ccccc4)s3)CC2=O)c1 (stereo not given)	100
-3	100	99	-5	99	104	-4	102	-5	-5	CC(c1nnc(SCC(=O)N2CC(=O)Nc3ccccc32)n1Cc1ccccc1)N(C)C (stereo not given)	104

Four compounds from above, arranged by the number in Rac1 mut GTP, largest number first:
Bcl-W Bim block	Rac1 mut GTP	Rab2A wt mod	Bim-Bfl-1	Rab7 wt GTP bind	Rac1 wt GTP bind	Bim-Bcl-B	HRas wt GTP	Bim-Bcl-XL	Bcl-2 Bim block	smiles	Cdc42 wt GTP
0	99	94	1	91	105	-4	96	-3	-2	O=C(NN=C1CCCC1)c1ccn[nH]1	103
-5	97	98	-7	94	95	-9	97	-14	-5	O=C(Cn1cnc2ccccc21)Nc1cc(C(F)(F)F)ccc1N1CCOCC1	97
-2	96	98	-2	96	97	-1	94	0	-2	CCc1nnc(NC(=O)CCC(=O)NCC2CCCO2)s1 (stereo not given)	97
-1	90	89	0	91	87	-7	91	-4	-1	CCOC(=O)C1=C(C)NC(SC(C)=O)=NC1c1ccc(OC(C)=O)c(OC)c1 (stereo not given)	86

(cont.)
Bcl-W Bim block	Rac1 mut GTP	Rab2A wt mod	Bim-Bfl-1	Rab7 wt GTP bind	Rac1 wt GTP bind	Bim-Bcl-B	HRas wt GTP	Bim-Bcl-XL	Bcl-2 Bim block	smiles	Cdc42 wt GTP
0	97	101	2	100	99	4	100	1	0	CC(=O)C(C(C)=O)C(NC(=O)c1cccnc1)(C(F)(F)F)C(F)(F)F	100
-4	99	99	-14	100	102	-8	100	-5	-7	Cc1ccc(CSCC(=O)N/N=C/c2cccc(OC3CSC3)c2)cc1	99
1	102	102	-8	103	109	-6	105	-1	-1	Cc1ccc(C(=O)COC(=O)c2cc(Cl)nc3ccccc23)cc1	105
0	98	97	0	104	102	3	100	-6	-2	Cc1nn(C)c(C)c1S(=O)(=O)N(CC(=O)NCCN1CCOCC1)c1ccc(C(C)C)cc1	99
0	98	99	-4	99	99	1	101	1	1	O=C(Cc1ccccc1)Nc1ccc(NC(=O)C2CC2)nc1	99
0	100	99	0	101	101	0	99	-1	2	Cc1cc(C)c(/C=N/n2c(C)cc(C)c(C#N)c2=O)c(C)c1	102
3	99	100	-8	99	108	-5	100	2	-7	O=c1cc(C(F)(F)C(F)F)oc2ccccc12	102
0	94	98	0	100	99	0	101	1	0	O=C(Nc1ccc2c(c1)OCO2)C1Cc2ccccc2CN1S(=O)(=O)c1cccs1 (stereo not given)	99
3	97	97	-8	96	96	-7	99	-13	-8	O=C(CCCCn1c(=O)c2ccccc2n(CC(=O)Nc2ccc(F)cc2)c1=O)NCc1ccco1	99
-1	100	102	-11	99	105	-6	102	3	-10	Cc1cc(C)c2c3c(sc2n1)C(=O)N(Cc1ccccc1)CC(=O)N3	102
-15	98	96	-3	101	104	-9	98	-12	-6	C=C1CC(C(=O)N/N=C/c2ccccc2)C1	101
0	98	98	-9	101	102	-2	97	0	-12	COc1cc(/C=N/NC(=O)C(=O)NCc2ccco2)ccc1O	96
2	96	100	-7	103	104	-2	102	-9	-4	CNC(=O)CN(C1CCCCC1)S(=O)(=O)c1ccc(OC)c(Cl)c1	102
0	95	102	-1	106	97	0	102	-2	-1	Cc1cccc(C(=O)Nc2ccccc2-c2nnn(CC(=O)Nc3ccc4c(c3)OCCO4)n2)c1	99
-3	97	100	-4	101	103	-3	99	-7	-6	C=CCn1c(=O)c2ccccc2n2c(SCc3nc(N)nc(Nc4ccccc4C)n3)nnc12	98
0	96	96	-12	96	96	-6	96	8	-9	c1ccc2c(c1)Cc1cc(CN3CCOCC3)ccc1-2	97
-5	93	98	5	103	98	0	101	0	1	Cc1ccccc1OCCCc1c(C)n[nH]c1C	93
-2	95	96	-12	106	96	-10	98	-3	-4	CC(C(=O)c1c[nH]c(C(N)=O)c1)c1ncc(C(F)(F)F)cc1Cl (stereo not given)	98
-3	93	96	-21	97	97	-9	97	-8	-10	CSCCC1C(C#N)=C(N)Oc2n[nH]c(-c3cccs3)c21 (stereo not given)	97
-5	99	95	-3	94	97	-4	96	-8	-1	S=C1NC(C23CC4CC(CC(C4)C2)C3)=CC(c2ccc3c(c2)OCO3)N1 (stereo not given)	94
